MLLE-PAM2 inh = blocks PAM2 peptide binding to the PABP1 MLLE domain; GST-MLLE / FITC-PAM2 fluorescence polarization; inhibition, % at 20 µM; P11940; 0.36% of 360,000 active; in the data active means inhibition above about 35%, passing the limit was not always enough;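 further: plate controls were DMSO wells with GST-MLLE for no effect and wells lacking GST-MLLE protein for full effect; some results filed as inactive read as strong as hits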
Rpn11 inh = Rpn11 (human) deubiquitinase inhibition | human 26S proteasome, Ub4-pepOG fluorescence polarization; 20S core pre-blocked with epoxomicin | 0.59% of 360,000 active | AID 588493 | calls only at 20 µM;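 active means inhibition at 20 µM, scaled to each plate's controls, above about 33%, limit read from the data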
Target sequence (O00487 whole entry, looked up): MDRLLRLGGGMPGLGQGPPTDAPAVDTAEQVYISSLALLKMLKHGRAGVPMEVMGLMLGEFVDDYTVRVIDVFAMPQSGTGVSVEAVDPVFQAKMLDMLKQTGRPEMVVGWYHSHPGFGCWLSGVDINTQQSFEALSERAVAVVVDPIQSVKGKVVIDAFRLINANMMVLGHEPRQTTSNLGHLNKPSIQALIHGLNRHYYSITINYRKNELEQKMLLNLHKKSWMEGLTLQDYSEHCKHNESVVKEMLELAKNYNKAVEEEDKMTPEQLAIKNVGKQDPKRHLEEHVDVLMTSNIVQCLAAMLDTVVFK
Rin1 Abl inh = blocks binding of human Rin1 to Abl | TR-FRET Rin1/Abl binding, biochemical | P00519+Q13671 | inhibition, % at 7.35 µM | 0.4% of 360,000 active; in the data active means inhibition above about 5%, passing the limit was not always enough
MsrA inhibitor = bovine MsrA inhibition | AID 651718 | 0.75% of 360,000 active | inhibition, % at 15.5 µM | purified bovine MsrA, absorbance read-out; in the data active means inhibition above about 4.5%;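 further: 0% = vehicle wells with enzyme and 100% = reference inhibitor wells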
MsrA act = activators of bovine methionine sulfoxide reductase A | activation, % at 10.6 µM | 0.3% of 360,000 active | AID 602163 | purified bovine MsrA, absorbance read-out; in the data active means activation above about 7.5%;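 further: 0% = vehicle and 100% = reference activator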
CSN inh = CSN deneddylation inhibition | Q92905 | Purified CSN, SCF-Nedd8-OG deneddylation, fluorescence polarization | inhibition, % at 12.5 µM | 0.38% of 360,000 active | AID 651999;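 active means pattern-corrected inhibition above about 35%, with an unprinted fluorescence ratio check between 0.5 and 1.5, limit read from the data, passing the limit was not always enough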;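 further: 0% = enzyme with substrate and 100% = substrate without enzyme; some results filed as inactive read as strong as hits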
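Detection – fluorescence polarization · System – HEK293T-derived human Csn5 enzyme · Controls – substrate-only high control, full reaction low control · Timing – 90 min, room temperature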
MT1-MMP act inh = MT1-MMP (human) activation inhibition | HT1080 RFP-PRO-GFP cells, GFP/RFP ratio fluorescence, overnight; percent of plate control window, DMSO zero | P50281 | GFP/RFP ratio change, % at 20 µM | 0.061% of 360,000 active;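 active means GFP/RFP ratio change of at least 30% with cell ATP level not reduced by more than half and red fluorescence within 50% of control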; further: strong numbers were not always called active
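Material – HT1080 RFP-PRO-GFP cells · Control set – DMSO wells and RFP-L50D-GFP cells · Incubation – overnight cell settling, then overnight compound exposure, 37 °C, 5% CO2 · Compound dosing – single-point 20 µM compound, 1% DMSO · Read-out – GFP/RFP fluorescence ratio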
E coli Lon inh = inhibitors of E. coli Lon protease. purified E. coli Lon protease, fluorescence polarization. inhibition, % at 7.94 µM. 0.42% of 360,000 active. AID 602123; in the data active means inhibition above about 13%, passing the limit was not always enough;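 further: 0% = enzyme with probe and DMSO and 100% = no enzyme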
Target sequence (P0A9M0 whole entry, looked up): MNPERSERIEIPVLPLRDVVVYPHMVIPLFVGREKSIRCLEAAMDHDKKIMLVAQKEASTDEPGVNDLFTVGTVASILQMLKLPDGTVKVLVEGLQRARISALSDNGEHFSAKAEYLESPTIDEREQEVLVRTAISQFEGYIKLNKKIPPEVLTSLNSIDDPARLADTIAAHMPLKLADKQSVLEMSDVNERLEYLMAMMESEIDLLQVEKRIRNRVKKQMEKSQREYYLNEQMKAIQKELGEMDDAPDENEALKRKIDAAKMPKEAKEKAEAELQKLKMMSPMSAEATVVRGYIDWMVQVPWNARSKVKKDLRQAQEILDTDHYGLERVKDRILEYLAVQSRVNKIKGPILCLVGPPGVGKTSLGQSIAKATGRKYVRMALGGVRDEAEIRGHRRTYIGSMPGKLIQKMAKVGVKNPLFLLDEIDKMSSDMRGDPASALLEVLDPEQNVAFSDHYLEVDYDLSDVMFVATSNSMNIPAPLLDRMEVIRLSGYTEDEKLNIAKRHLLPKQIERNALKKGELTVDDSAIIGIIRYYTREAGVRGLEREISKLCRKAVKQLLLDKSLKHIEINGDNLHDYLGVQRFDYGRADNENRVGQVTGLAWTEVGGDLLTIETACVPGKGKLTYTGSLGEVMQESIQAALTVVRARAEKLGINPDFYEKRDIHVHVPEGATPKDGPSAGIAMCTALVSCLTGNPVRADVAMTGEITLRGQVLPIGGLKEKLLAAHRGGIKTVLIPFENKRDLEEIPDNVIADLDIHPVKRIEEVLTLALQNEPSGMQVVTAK
FAS TE block = inhibitors of human fatty acid synthase thioesterase domain | recombinant FAS-TE, OMFH fluorogenic substrate, fluorescence endpoint | inhibition, % at 15 µM | 0.67% of 360,000 active;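 active means compounds whose normalised, plate-corrected inhibition of enzyme fluorescence in the single-dose primary screen is 50% or more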;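 further: 0% = DMSO with enzyme and 100% = substrate without enzyme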
An asterisk follows results filed as active; i = inactive; · = not tested or not shown; + = active, no number.

SMILES	MLLE-PAM2 inh	Rpn11 inh	Rin1 Abl inh	MsrA inhibitor	MsrA act	CSN inh	MT1-MMP act inh	E coli Lon inh	FAS TE block
C/C(O)=c1/ccc2cccc3nc(C)nc1c23	20	i	-11	-0.8	-2	-2	-98	-12	-19
O=C(N=C1SC2CS(=O)(=O)CC2N1Cc1ccccc1)C1CCCO1 (configuration not stated)	3	i	2	-0.2	-1	-1	-5	-5	-2
CCNc1nc(OC)nc(Oc2ccc(C(=O)OC)cc2)n1	-10	i	-4	-0.1	-1	3	4	0	1
O=c1[nH]cnc2scc(-c3ccc(Br)cc3)c12	21	i	3	-0.4	-2	2	-1	-18	-2
CC(C)CN(C(=O)c1ccco1)c1nc2ccccc2s1	-6	i	-4	0.1	-3	-1	-2	9	12
COc1cccc(C2/C(=C(/O)c3ccccc3)C(=O)C(=O)N2Cc2ccco2)c1 (configuration not stated)	5	i	-1	1.2	-2	0	-3	2	-3
CCOc1ccccc1-c1noc(CCCC(=O)NC2CCCCC2)n1	-1	i	-1	0.9	-2	0	-4	5	-4
O=C(Cc1cccc2ccccc12)Nc1ccccc1	-11	i	-1	0.8	-5	-2	1	-4	2
CCOCCCNC(=O)c1c(N)n(-c2ccc(S(N)(=O)=O)cc2)c2nc3ccccc3nc12	-7	i	1	0.5	1	3	0	12	3
O=S1(=O)CC(N2CCN(Cc3ccccc3F)CC2)CN1Cc1cn(Cc2ccc(F)cc2)nn1 (configuration not stated)	·	·	·	1.1	-13	-8	5	-5	-2
CN(Cc1ccccc1)S(=O)(=O)c1ccc2c(c1)NC(=O)CC(=O)N2	2	i	-1	0.5	-2	-2	6	-10	0
COc1cc(/C=C/C(=O)OCC(=O)NCC2CCCCC2)ccc1O	7	i	-1	3.4	0	3	2	-5	6
CCc1nc2c(OCCOc3ccccc3)cccn2c1N(C)C(=O)c1ccc(OC)cc1	-5	i	-2	0.3	-4	0	-5	-8	-17
COc1ccc(Cn2c(C)nc3c(c2=O)c2nc4ccccc4nc2n3Cc2ccco2)cc1	-33	+	-1	3.7	-2	45*	-19	-3	3
Cc1nc(N2CCC(C)CC2)c2c(C)c(C(=O)Nc3ccc(C(F)(F)F)cc3)sc2n1	-2	i	2	-0.1	-5	1	-1	-1	14
C=CCn1c(O)c(C2=c3ccccc3=NC2=O)sc1=Nc1ccc(O)cc1	-1	i	2	0.3	0	0	17	-4	28
N#CCNC(=O)c1cccn1-c1ncc(C(F)(F)F)cc1Cl	-5	i	-2	-0.6	-1	-10	0	-5	-5
COC(=O)c1ccc(NC(=O)c2ccc(NC(=O)c3ccco3)cc2)cc1	-94	+	-3	2.0	-4	67*	-1	2	-3
COc1cc(CC(=O)Oc2ccc3c(c2)OCO3)cc(OC)c1OC	-4	i	0	1.5	-4	4	-3	12	1
O=C(O)/C=C/C(=O)NCc1ccccn1	14	i	4	0.2	-5	-6	-1	1	-5
CN(C)/C(CN1CCCCC1)=C1\N=C(c2ccccc2)OC1=O	-9	i	-3	·	-3	-1	2	-11	1
COCc1cc(=O)[nH]c(/N=C(\N)Nc2ccc(C)cc2)n1	-4	i	-1	0.2	-2	3	9	3	-7
O=C(OCC(=O)N1CCCCC1)c1ccccc1SCC(=O)N1CCCCC1	17	i	-2	-0.5	-3	2	1	2	-4
O=C(O)CNS(=O)(=O)c1ccc2c(c1)CCCC2	-6	i	4	-0.6	-4	2	2	5	-7
OCCNCC1(O)C2CC3CC(C2)CC1C3 (configuration not stated)	-3	i	-2	0.7	-1	-1	-4	6	-1
Cc1c(C#N)c(N=CN(C)C)c(C(=O)c2ccc(Br)cc2)n1-c1ccccc1	-5	i	-2	1.6	1	-4	-1	-4	12
Cn1c(C(=O)OCC(=O)NCCc2ccccc2)cc2sccc21	5	i	-5	-0.1	-1	-2	-3	1	0
C=CCNCC(=O)Nc1sc2c(c1C(=O)Nc1ccc(OC)cc1OC)CCC2	5	i	0	0.5	-2	-2	0	0	25
N#CCc1c(C#N)c(N)nc(N2CCN(Cc3ccc4c(c3)OCO4)CC2)c1C#N	-96	i	3	1.8	-1	14	-12	-30	-9
COC(=O)Oc1ccc(/C=N/NC(=O)CN(c2ccccc2Cl)S(C)(=O)=O)cc1OC	3	i	-2	-1.0	-8	-2	4	7	-1
Cc1cc(C)c(OCCNC(=O)c2ccccc2Sc2ccccc2C#N)c(C)c1	2	i	-1	-0.4	-2	4	-20	0	39
O=[N+]([O-])c1nn(-c2ccc3c(c2)OCCO3)n(O)c1=Nc1ccc(Cl)cc1	-4	i	4	1.7	0	-3	-6	-3	18
COc1cc(C=O)ccc1OC(=O)c1cccnc1	0	i	0	0.3	-12	-2	0	-9	1
Cn1c(=O)c(C(=O)NNC(=O)c2cccc(Cl)c2)c(O)c2ccccc21	-6	i	-1	-0.4	-4	10	5	-3	3
CC(OC(=O)COc1ccccc1Cc1ccccc1)C(=O)N(C)c1ccccc1 (configuration not stated)	9	i	-1	-0.1	-3	-5	-4	-9	25
COc1ccccc1NS(=O)(=O)c1cccc(C(=O)N/N=C/c2ccc(OCC(=O)O)cc2)c1	-4	i	1	2.0	-7	-9	4	7	-5

Full records, looked up by structure. Order of values: MLLE-PAM2 inh	Rpn11 inh	Rin1 Abl inh	MsrA inhibitor	MsrA act	CSN inh	MT1-MMP act inh	E coli Lon inh	FAS TE block
Cc1nc(N2CCC(C)CC2)c2c(C)c(C(=O)Nc3ccc(C(F)(F)F)cc3)sc2n1 is listed as -2	i	2	-0.1	-5	1	-1	-1	14
CCOc1ccccc1-c1noc(CCCC(=O)NC2CCCCC2)n1 is listed as -1	i	-1	0.9	-2	0	-4	5	-4

Later entries
SMILES	MLLE-PAM2 inh	Rpn11 inh	Rin1 Abl inh	MsrA inhibitor	MsrA act	CSN inh	MT1-MMP act inh	E coli Lon inh	FAS TE block
O=C(Nc1ccon1)c1sc2ccccc2c1Cl	4	i	-3	0.3	0	1	-8	-9	0
COc1cc(C2c3cc4c(cc3OC(NNC(N)=O)C2C)OCO4)cc(OC)c1OC (configuration not stated)	6	i	3	-0.6	-11	-4	13	-2	-6
CC1(C)Cc2c(cnn2-c2cccc(F)c2)C(NC(=O)CSc2ccncc2)C1 (configuration not stated)	5	i	0	-0.4	-3	1	-4	0	1
Cc1onc(-c2ccccc2)c1C(=O)Nc1cc(C(F)(F)F)ccc1N1CCOCC1	-6	i	1	-0.2	3	2	-4	-3	26
CCOC(=O)c1c(NC(=O)COC(=O)Cc2ccccc2[N+](=O)[O-])sc(C(=O)N(C)C)c1C	-2	i	3	-0.7	-2	-1	1	-7	-3
CC(C)CN(C)C(=O)CC1C(=O)NCCN1C (configuration not stated)	-2	i	1	·	-2	1	4	6	-6
CN(C)CCN1C(=O)C(=O)/C(=C(/O)c2ccc(OCc3ccccc3)cc2)C1c1ccncc1 (configuration not stated)	6	i	-6	-0.8	1	-2	4	-3	-5
CN(C)/N=C/c1ccc(N2CCOCC2)cc1	0	i	1	2.0	2	0	-3	5	-6
CC(=O)NS(=O)(=O)c1ccc2sc(C)nc2c1	-14	i	0	0.6	-1	-6	3	-4	-7
CCOc1cc2[nH]c(=S)n(CCCN3CCCC3=O)c(=O)c2cc1OCC	-67	i	-3	0.1	0	3	4	-6	-5
OC1c2c(F)cccc2N=C2CCCCCN21 (configuration not stated)	11	i	2	-0.1	-6	-3	-1	5	-6
CCc1nc2ccc(C(=O)N3CCN(c4ccccc4)CC3)cn2c1N(C)CCCc1ccccc1	14	i	-1	1.1	-5	-4	-5	-2	16
C[C@@H]1C(=O)O[C@H]2CC34[C@H]5C[C@@H](C(C)(C)C)[C@]36[C@@H](OC(=O)[C@@H]6O)O[C@@]4(C(=O)O5)[C@]21O (some centres not stated)	4	i	0	0.3	-3	-5	3	5	-5
COC(=O)C1=C(C)N=C2SC(C)C(=O)N2C1c1ccc(C(=O)OC)cc1 (configuration not stated)	27	i	0	1.0	-9	-9	-11	0	-4
Cc1ccc(/C(N)=N/OC(=O)c2ccc3ccccc3c2)cc1	3	i	0	-0.5	-1	-3	-1	-3	2
CC(C)Oc1ccc(S(=O)(=O)N2CCCCC2)cc1NC(=O)CN1C(=O)NC2(CCCC2)C1=O	-28	i	1	-1.3	-4	2	-1	-12	-4
CCOC(=O)N1CCN(CC(O)COc2c(C)cccc2C)CC1 (configuration not stated)	7	i	-2	0.1	-1	4	4	-3	-6
CCCCc1nc2n[nH]c(N)c2c2c1CCC2	-8	i	-1	-0.7	-3	-5	9	3	-2
O=C(O)CCN1C(=O)C2C3c4ccccc4C(c4ccccc43)C2C1=O (configuration not stated)	1	i	-4	-0.8	-3	-3	5	3	-6
O=C(Nc1ccc(C(=O)O)cc1)/C(=C/c1cccc(Br)c1)NC(=O)c1ccco1	0	i	3	0.8	-7	0	1	-6	-9
O=C1N(Cc2cccc(Cl)c2)C[C@@H]2C[C@@H](c3ccccn3)N3CCC[C@@]123	11	i	1	-0.4	-2	-5	1	-3	-5
Cc1cc(C)cc(N(CCC#N)C(=O)CSc2n[nH]c(N)n2)c1	2	i	-2	-0.7	-8	-1	0	7	-7
CN1CCN(C(N)=NC(=O)c2ccccc2)CC1	1	i	0	-0.1	-3	-7	0	0	-10
COC(=O)C1CCN(C(=O)COC(=O)C2CCN(S(=O)(=O)c3ccc(C)c(C)c3)CC2)CC1	-1	i	-3	-1.0	-2	-4	0	-2	-2
O=C(CCC1CCCCC1=O)c1ccccc1 (configuration not stated)	-5	i	0	-0.9	-1	3	5	0	-3
COC(=O)c1ccc(CSc2ccccc2C)o1	30	i	1	-0.6	-2	0	7	1	4
CSCCC(NC(=O)c1ccco1)C(=O)O (configuration not stated)	0	i	3	-0.7	0	0	9	-9	-5
CCc1ccccc1NC(=O)C1C2C=CC(O2)C1C(=O)O (configuration not stated)	0	i	1	1.1	-1	-3	-4	1	-6
S=c1[nH]c2cc(Br)cnc2[nH]1	8	i	2	1.3	0	-3	-2	1	-7
COC(=O)C1=C(C)N(c2ccc(F)c(Cl)c2)C(=O)C1	-4	i	0	-0.5	4	2	-9	-14	-3
COCCN1C(=O)N[C@@H](c2cccc(C(F)(F)F)c2)[C@@H](C(=O)OC)[C@H]1C	-1	i	1	0.3	-8	2	2	-5	-16
O=C(CN(C(=O)CSc1nc2ccccc2o1)c1ccccc1)NC1CCCCC1	16	i	-2	-0.1	4	1	2	4	16
CC(C)(O)CC[C@@H](O)[C@](C)(O)C1CC[C@@]2(O)C3=CC(=O)[C@]4(O)C[C@@H](O)[C@@H](O)C[C@]4(C)C3CC[C@]12C (some centres not stated)	-3	i	2	1.4	0	1	-3	0	-10

Gathered by group, the entries above containing fluorine (eight)
SMILES	MLLE-PAM2 inh	Rpn11 inh	Rin1 Abl inh	MsrA inhibitor	MsrA act	CSN inh	MT1-MMP act inh	E coli Lon inh	FAS TE block
O=S1(=O)CC(N2CCN(Cc3ccccc3F)CC2)CN1Cc1cn(Cc2ccc(F)cc2)nn1 (configuration not stated)	·	·	·	1.1	-13	-8	5	-5	-2
Cc1nc(N2CCC(C)CC2)c2c(C)c(C(=O)Nc3ccc(C(F)(F)F)cc3)sc2n1	-2	i	2	-0.1	-5	1	-1	-1	14
N#CCNC(=O)c1cccn1-c1ncc(C(F)(F)F)cc1Cl	-5	i	-2	-0.6	-1	-10	0	-5	-5
CC1(C)Cc2c(cnn2-c2cccc(F)c2)C(NC(=O)CSc2ccncc2)C1 (configuration not stated)	5	i	0	-0.4	-3	1	-4	0	1
Cc1onc(-c2ccccc2)c1C(=O)Nc1cc(C(F)(F)F)ccc1N1CCOCC1	-6	i	1	-0.2	3	2	-4	-3	26
OC1c2c(F)cccc2N=C2CCCCCN21 (configuration not stated)	11	i	2	-0.1	-6	-3	-1	5	-6
COC(=O)C1=C(C)N(c2ccc(F)c(Cl)c2)C(=O)C1	-4	i	0	-0.5	4	2	-9	-14	-3
COCCN1C(=O)N[C@@H](c2cccc(C(F)(F)F)c2)[C@@H](C(=O)OC)[C@H]1C	-1	i	1	0.3	-8	2	2	-5	-16
